# Bioassay records: PubChem, Southern Research Specialized Biocontainment Screening Center
# MgcRacGAP inhibition: MgcRacGAP GTPase-activating activity inhibitors, confirmation, biochemical, ADP Hunter fluorescence; one-dose inhibition, % at 30 µM; IC50 in µM for titrated hits; AID 624330, 2012; MgcRacGAP-stimulated Rac1 GTP hydrolysis, ADP Hunter fluorescence; higher % means a stronger effect; GST-tagged Rac1 F28L mutant substrate; hit rate 0.6% among 340,000;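 active = first-screen hits whose inhibition reached a set limit at any dose in the follow-up dose series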;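 note: fluorescence reports GDP produced by GAP-driven GTP hydrolysis; strong numbers were not always called active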
# NS5 inhibitors: Dengue-2 NS5 methyltransferase inhibitors, primary screen, biochemical, confirmation dose response (AID 588689) | inhibition, % at 25 µM, or IC50 in µM where a hit was titrated | Dengue-2 NS5 methyltransferase capping enzyme assay, biochemical; higher % means a stronger effect | hit rate 0.3% among 340,000; in the data active = a potency from the dose series
# K1F lysis inhibition: inhibition of K1F phage lysis, E. coli UTI89, bacterial capsule biogenesis inhibitors, alamar blue (AID 488966); hit rate 0.02% among 340,000; E. coli UTI89 K1F phage lysis, alamar blue, 2 h; higher % means a stronger effect; inhibition, % at 100 µM, or IC50 in µM where a hit was titrated;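 active = phage lysis inhibition, versus mean bacterial control, above a set limit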;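 note: capsule biogenesis inhibitors block K1F phage lysis so surviving cells raise fluorescence; higher fluorescence means more inhibition of phage lysis; actives were called in the ten point dose series up to 300 µM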
# NS5 inhibitors pilot replicate: further read-out of NS5 inhibitors, marked with its call; inhibition, %; measured here: pilot screen replicate inhibition
# Starred values were filed as active, the others as inactive; i = inactive; [ ] = dose if it differs, or a comment. This is a subset; count on the stated rates, not on these rows.
SMILES,MgcRacGAP inhibition,NS5 inhibitors,K1F lysis inhibition,others
COc1ccc2sc(-c3ccc(S(C)(=O)=O)cc3)c(-c3ccc(C(N)=O)cc3)c2c1,9%,-11%,3.5%,
Cc1ccc(S(=O)(=O)N2[C@@H](c3ccc(Cl)cc3)C(C(=O)O)=C[C@H]2CC2CCCC2)cc1,2%,19%,0.0%,NS5 inhibitors pilot replicate=4.9
CC(=O)c1ccc(OCc2cn(CC(=O)c3ccc(O)cc3)nn2)cc1,9%,-3%,0.1%,
COc1ccc(OC)c(/C=C/C(=O)OCC(=O)NCc2ccccc2)c1,-1%,-2%,-2.0%,
C[C@H]1CN([C@@H](C)CO)C(=O)c2cccc(NC(=O)C3CC3)c2O[C@H]1CN(C)S(=O)(=O)c1ccccc1,7%,-3%,1.9%,
C=C1CC(COc2cc(=O)oc3ccccc23)(c2ccccc2)OC1=O (stereo not given),4%,-14%,0.3%,
Cc1ccc(S(=O)(=O)N(CCC(=O)NCc2ccc(S(N)(=O)=O)cc2)c2ccccc2)cc1,10%,1%,1.1%[50 µM],
CSc1nc(N)nc2c1ncn2Cc1ccccc1,2%,4%,3.7%,
C=CC[C@@H](CC(=O)NCCO)C(=O)NC[C@H](OC(=O)[C@@H](CC=C)CC(=O)OC(C)(C)C)c1ccccc1,5%,0%,0.5%,
O=C(CCNC(=O)c1ccc(Br)cc1)NNC(=O)c1ccccc1,4%,5%,-0.8%,
N#CCCN(C(=O)COC(=O)c1ccc(S(=O)(=O)N2CCOCC2)cc1)c1ccccc1,0%,4%,3.1%,
COc1ccccc1CNC(=O)COC(=O)c1ccc(S(=O)(=O)N2CCCCC2)cc1,7%,-5%,0.5%[50 µM],
Nc1nc(SCC(=O)c2ccc(Cl)cc2)c2ncn(C3OC(CO)C(O)C3O)c2n1 (stereo not given),3%,3%,2.9%,
O=C(COC(=O)c1ccccc1Br)Nc1cccnc1Cl,-5%,-15%,0.7%[50 µM],
C[C@]12c3[nH]c4ccccc4c3CCN1C(=O)C(CC(=O)NCCCn1ccnc1)C[C@@H]2C(=O)N1CCOCC1 (stereo not given in full),9%,-1%,0.2%,NS5 inhibitors pilot replicate=-5.5
CCN1CCN(C(=O)C(C)Sc2nc3nc(C)cc(C)n3n2)CC1 (stereo not given),5%,1%,1.1%,
O=C(COC(=O)c1ccc(Cl)nc1)Nc1ccc2ccccc2c1,11%,3%,0.9%[50 µM],
Nc1c(C(=O)CSc2n[nH]c(-c3ccccc3)n2)c(=O)[nH]c(=O)n1C1CC1,5%,-10%,0.4%[50 µM],
O=C(COc1ccc(F)cc1)NNC(=O)Cn1ccc(C(F)(F)F)n1,7%,-8%,-0.1%[50 µM],
CC(OC(=O)c1ccccn1)C(=O)Nc1nc(-c2ccc(F)c(F)c2)cs1 (stereo not given),2%,-14%,1.3%,
CCN1CCN(c2ccc(S(=O)(=O)N3CCCCC3)cc2NC(=O)c2ccc(C)c(C)c2)CC1,7%,-11%,0.1%[50 µM],
CCN(CC)C(=O)[C@H]1C[C@H](CC(=O)NCc2ccc(OC)c(OC)c2)C(=O)N2CCc3c([nH]c4cc(CCC(=O)N(C)C)ccc34)[C@]12C,-4%,-4%,-0.2%,NS5 inhibitors pilot replicate=-1.5
CSc1ncccc1C(=O)NCC(c1ccco1)N1CCCCC1 (stereo not given),1%,-13%,1.1%[50 µM],
COc1ccccc1N1CC(C(=O)Nc2ccc(C)c(S(=O)(=O)N3CCOCC3)c2)CC1=O (stereo not given),9%,-4%,1.2%[50 µM],
Cc1ccc(CN(C)C(=O)CCNS(=O)(=O)c2ccccc2)o1,2%,-4%,0.8%[50 µM],

# Structural class, the entries above containing a Cl atom (4)
SMILES,MgcRacGAP inhibition,NS5 inhibitors,K1F lysis inhibition,others
Cc1ccc(S(=O)(=O)N2[C@@H](c3ccc(Cl)cc3)C(C(=O)O)=C[C@H]2CC2CCCC2)cc1,2%,19%,0.0%,NS5 inhibitors pilot replicate=4.9
Nc1nc(SCC(=O)c2ccc(Cl)cc2)c2ncn(C3OC(CO)C(O)C3O)c2n1 (stereo not given),3%,3%,2.9%,
O=C(COC(=O)c1ccccc1Br)Nc1cccnc1Cl,-5%,-15%,0.7%[50 µM],
O=C(COC(=O)c1ccc(Cl)nc1)Nc1ccc2ccccc2c1,11%,3%,0.9%[50 µM],

# (listing goes on)
SMILES,MgcRacGAP inhibition,NS5 inhibitors,K1F lysis inhibition,others
C=CCOc1c(Cl)cc(Cl)cc1S(=O)(=O)NCCO,-10%,-10%,0.3%,
C[C@H](CO)N1C[C@H](C)[C@H](CN(C)Cc2ccc(-c3ccccc3)cc2)Oc2ccc(NS(=O)(=O)c3ccccc3)cc2CC1=O,12%,2%,1.7%,
Cc1ccc(SCC(=O)NNC(=O)c2cncc(Br)c2)cc1,5%,0%,-1.0%,
CCN(C[C@H]1N[C@@](CC)(C(=O)OC)[C@H]2C(=O)N(C)C(=O)[C@@H]12)C(=O)Nc1ccccc1,5%,-4%,-0.4%,NS5 inhibitors pilot replicate=4.5
Cc1ccc(S(=O)(=O)N2CCOCC2)cc1C(=O)N1CCN(S(=O)(=O)c2ccccc2F)CC1,2%,-11%,-0.7%,
CCSc1nnc(NC(=O)CCNC(=O)c2ccccc2Cl)s1,3%,2%,0.8%[50 µM],
O=C(NN=Cc1ccc(N2CCOCC2)cc1)c1cc2ccccc2cc1O,14%,-3%,0.5%[50 µM],
CC1C(=O)C(C)C(c2ccccc2)N(N=O)C1c1ccccc1 (stereo not given),-4%,0%,-0.3%,
CCOc1ncccc1C(=O)OCC(=O)Nc1ccc(Cl)cn1,1%,-4%,2.8%,
CC(=O)Nc1c(Br)cc2c(c1Br)C(=O)c1ccccc1-2,2%,3%,-2.3%,
COc1cccc(OCC(=O)NC2CCS(=O)(=O)C2)c1 (stereo not given),2%,-4%,0.5%[50 µM],
Cn1[nH]cc(C=NC(N)=O)c1=O,2%,0%,1.3%,
CC(=O)C1(O)C(C)CC2C3CC(F)C4(O)CC(O)CCC4(C)C3CCC21C (stereo not given),-4%,6%,2.0%,
COc1ccc(CNC(=O)C[C@H]2C[C@H](C(=O)N(C(C)C)C(C)C)[C@@]3(C)c4[nH]c5ccc(Cl)cc5c4CCN3C2=O)cc1OC,4%,1%,-0.1%,NS5 inhibitors pilot replicate=1.8
COc1ccc(S(=O)(=O)Nc2ccc3c(c2)C(=O)N([C@@H](C)CO)C[C@H](C)[C@H](CN(C)S(=O)(=O)c2ccc(F)cc2)O3)cc1,4%,2%,0.1%,NS5 inhibitors pilot replicate=-0.3
CC[C@@H](C)[C@@H]1CN([C@@H](C)CN2CCC[C@H]2CN2C(N)=NC[C@@H]2Cc2ccccc2)C(=N)N1CCc1ccc(Cl)c(Cl)c1,14%,0%,i,
Cc1oc(=O)cc(OCc2ccccc2)c1C,4%,2%,-0.1%,NS5 inhibitors pilot replicate=-1.2
Cc1cccc(N2CCN(C(=O)[C@H](C)N3C(=O)C4CC=CCC4C3=O)CC2)c1C (stereo not given in full),1%,6%,0.8%,
COc1ccc(NC(=O)COC(=O)CN2C(=O)C3CC=CCC3C2=O)c([N+](=O)[O-])c1 (stereo not given),-1%,-5%,0.1%[50 µM],
CC12CCC(O)CC1=CCC1C2CCC2(C)C(c3ccn[nH]3)CCC12 (stereo not given),-3%,-9%,-4.7%,
CC(C)(C)OC(=O)N1CCC(C(=O)Nc2cccc(C(=O)NCCc3ccccc3)c2)CC1,8%,-3%,0.6%,
NS(=O)(=O)c1cccc(NC(=O)CSc2nnc(-c3ccccc3)o2)c1,7%,-6%,-2.0%,
CCOC(=O)C1=CN(Cc2cccc(F)c2)S(=O)(=O)NC1c1ccc(Br)cc1F (stereo not given),6%,0%,0.2%,NS5 inhibitors pilot replicate=-3.9
Cc1ccccc1NC(=O)COC(=O)c1ccc2c(c1)OCCO2,7%,-2%,1.7%[50 µM],
C=CCn1c(SCC(=O)NC2(C)CCS(=O)(=O)C2)nc2ccccc21 (stereo not given),1%,0%,-0.1%[50 µM],

# Compounds from the list above that have a furan ring, fused or not (two):
SMILES,MgcRacGAP inhibition,NS5 inhibitors,K1F lysis inhibition,others
CSc1ncccc1C(=O)NCC(c1ccco1)N1CCCCC1 (stereo not given),1%,-13%,1.1%[50 µM],
Cc1ccc(CN(C)C(=O)CCNS(=O)(=O)c2ccccc2)o1,2%,-4%,0.8%[50 µM],

# Remaining list, next part:
SMILES,MgcRacGAP inhibition,NS5 inhibitors,K1F lysis inhibition,others
Cc1cccc(NS(=O)(=O)c2ccc(C)c(C(=O)NC3CCN(Cc4ccccc4)CC3)c2)c1,7%,-9%,0.4%[50 µM],
C[n+]1c(-c2ccc(C=NNC(=O)c3ccc(C(=O)NN=Cc4ccc(-c5cn6ccccc6[n+]5C)cc4)cc3)cc2)cn2ccccc21,66µM*,-4%,3.4%,
COc1cc(OC)cc(-c2c(C#Cc3ccsc3)c3cc(-c4ccc5c(c4)OCO5)ccc3n2C)c1,6%,9%,-0.1%,
CC1CCN(C(=O)CNC(=O)c2ccc(Br)o2)CC1,0%,3%,0.2%[50 µM],
CC(=O)C[C@H](O)CC(=O)[C@@H]1OC(=O)CCCCCCCCc2ccccc21,13%,-6%,1.3%,
Cc1ccc([C@@H]2CC=C(C(=O)O)[C@H](c3ccc(C(C)(C)C)cc3)N2S(=O)(=O)c2ccc(C)cc2)cc1,-2%,40µM*,-0.1%,
CCCCc1ccc(NC(=O)CN2C(=O)NC(Cc3ccccc3)C2=O)cc1 (stereo not given),7%,-9%,0.4%[50 µM],
O=C1NCCN(CC2CCN(CCc3ccc(Cl)c(Cl)c3)CC2)C1=O,10%,-1%,0.4%,NS5 inhibitors pilot replicate=0.3
Cn1cccc1C(=O)NCc1ccccn1,4%,-5%,0.7%[50 µM],
COc1ccc(OCC(=O)N2c3ccccc3CC2C)c([N+](=O)[O-])c1 (stereo not given),4%,1%,-1.2%,
O=C(C[C@H]1C/C=C\C[C@@H](Cc2ccc(F)cc2)C(=O)OC[C@H]2CCCN2C1=O)N[C@@H](CO)Cc1ccccc1,4%,-10%,-1.1%,
Nn1c(SCC(=O)NCC2CCCO2)nnc1-c1cc(Cl)ccc1Cl (stereo not given),5%,5%,1.0%[50 µM],
O=C(CNC(=O)C1CCCCC1)OCC(=O)c1cccc(Cl)c1,7%,0%,0.6%[50 µM],
CSc1ccccc1NC(=O)COC(=O)c1cnc(C)cn1,5%,0%,0.8%[50 µM],
O=C(COC(=O)/C=C/c1ccc(F)cc1)Nc1ccc(S(=O)(=O)N2CCOCC2)cc1,1%,-1%,0.0%[50 µM],
CC[C@]12c3[nH]c4cc(-c5ccco5)ccc4c3CCN1C(=O)[C@@H](CC(=O)NCc1ccc(OC)c(OC)c1)C[C@@H]2C(=O)N1CCN(C(=O)c2ccco2)CC1,11%,-1%,0.2%,NS5 inhibitors pilot replicate=-2.1
CC1(C(=O)OCC(=O)Nc2ccc(Cl)cn2)CC1(Cl)Cl (stereo not given),5%,-5%,0.5%[50 µM],
COc1ccc(NS(=O)(=O)c2cc(NS(=O)(=O)c3cc(C(=O)O)ccc3OC)ccc2C)cc1,7%,9%,0.2%[50 µM],
O=C(C[C@H]1C/C=C\CCC(=O)OC[C@H]2CCCN2C1=O)NCCO,8%,2%,0.0%,
O=C(N[C@H]1C/C=C\C(c2ccc(F)cc2)N(Cc2ccccc2)C(=O)C1)OCC1c2ccccc2-c2ccccc21 (stereo not given in full),4%,4%,-0.1%,NS5 inhibitors pilot replicate=-3.9
NS(=O)(=O)c1ccc(CNC(=O)c2cccc(S(=O)(=O)N3CCc4ccccc43)c2)cc1,4%,-3%,-0.3%[50 µM],
N#Cc1ccc(C(=O)OCC(=O)NC(=O)NCc2ccccc2)cc1,5%,2%,1.2%[50 µM],
CC(Sc1ncccn1)C(=O)N1CCc2ccccc21 (stereo not given),5%,-12%,1.0%[50 µM],
COc1ccc(S(=O)(=O)N(C)C[C@H]2Oc3ccc(NS(=O)(=O)c4cccs4)cc3C(=O)N([C@H](C)CO)C[C@@H]2C)cc1,5%,-8%,1.8%,
CCOC(=O)/C=C1/SCC(=O)N1CC(=O)c1ccc[nH]1,-4%,-13%,-1.0%,

# (next part)
SMILES,MgcRacGAP inhibition,NS5 inhibitors,K1F lysis inhibition,others
O=C1CSC(=S)N1N=Cc1c(O)ccc2ccccc12,32%,-49%,2.4%,
CCOC(=O)c1cccc(NC(=O)c2ccc(-n3cnnn3)cc2)c1,-2%,-8%,-1.4%,
Cc1ccc(NC(=O)c2ncn(CC(=O)N3CCN(c4ccccn4)CC3)n2)cc1C,12%,-1%,0.1%,
Cc1ccc(S(=O)(=O)CCC(=O)OCc2nnc(-c3ccc([N+](=O)[O-])cc3)o2)cc1,3%,-4%,0.9%[50 µM],
COC(=O)c1ccc(OCC(=O)NCCC2=CCCCC2)c(OC)c1,2%,7%,1.3%[50 µM],
CC(=O)SC1CC(=O)C=C2CCC3C4CCC(=O)OC4(C)CCC3C21C (stereo not given),3%,6%,1.7%,
CCC(CC)CN1CCC(CN2CCNC(=O)C2=O)CC1,0%,-10%,0.1%,NS5 inhibitors pilot replicate=-8.2
O=C(COC(=O)c1cc([N+](=O)[O-])ccc1N1CCCC1)Nc1ccccc1OC(F)F,12%,-1%,0.8%[50 µM],
